ROMK mod: modulators of human ROMK potassium channel; P48048; Tet-inducible ROMK, thallium flux fluorescence; actives lie on both sides; B-score at 10 µM; hit rate 2% among 130,000;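 active = signal ratio slope over the read window, or its plate-corrected B-score, at least 3 SD from the plate mean, either direction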;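 note: B-score of the F/F0 ratio slope over 7 to 12 s after thallium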
Target sequence (P48048 whole entry, looked up): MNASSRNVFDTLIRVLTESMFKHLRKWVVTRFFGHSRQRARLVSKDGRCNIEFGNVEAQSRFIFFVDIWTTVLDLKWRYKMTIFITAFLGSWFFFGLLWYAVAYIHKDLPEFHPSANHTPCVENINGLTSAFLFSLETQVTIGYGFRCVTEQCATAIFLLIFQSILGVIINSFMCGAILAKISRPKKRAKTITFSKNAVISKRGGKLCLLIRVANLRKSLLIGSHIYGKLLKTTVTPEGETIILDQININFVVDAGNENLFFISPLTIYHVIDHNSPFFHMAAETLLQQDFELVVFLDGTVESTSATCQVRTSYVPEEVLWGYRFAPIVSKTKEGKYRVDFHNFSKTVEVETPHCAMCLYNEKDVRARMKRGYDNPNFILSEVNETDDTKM
RAM network inh: yeast RAM network inhibition; S. cerevisiae dse1pr::URA3 reporter, 5-FOA growth OD615, 2 d; analog-sensitive cbk1-as2 kinase mutant strain; inhibition, % at 50 µM; hit rate 1.8% among 190,000;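 active = inhibition above a set limit, 3 SD over mean compound inhibition, cut at about 8.4% in these data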;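 note: 0% = DMSO-only wells with no growth and 100% = 10 µM 1-NA-PP1 full growth; inhibition rescues growth on 5-FOA so higher OD means more RAM inhibition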
S1P3 antagonist: S1P3 (human) receptor antagonism; CHO S1P3 NFAT-BLA reporter, FRET fluorescence, antagonist mode; inhibition, % at 4.98 µM; hit rate 0.27% among 170,000; AID 485;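 active = inhibition above the plate cutoff, the mean inhibition of test wells on that plate plus 3 SD, cut at about 28% in these data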;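 note: cells challenged with S1P at its EC80 of 0.8 µM; blue over green emission ratio from cleaved BLA substrate after 4 h stimulation; 0% = S1P-stimulated wells and 100% = unstimulated DMSO-only wells; some compounds past the cut are filed as inactive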
Target sequence (Q99500 whole entry, looked up): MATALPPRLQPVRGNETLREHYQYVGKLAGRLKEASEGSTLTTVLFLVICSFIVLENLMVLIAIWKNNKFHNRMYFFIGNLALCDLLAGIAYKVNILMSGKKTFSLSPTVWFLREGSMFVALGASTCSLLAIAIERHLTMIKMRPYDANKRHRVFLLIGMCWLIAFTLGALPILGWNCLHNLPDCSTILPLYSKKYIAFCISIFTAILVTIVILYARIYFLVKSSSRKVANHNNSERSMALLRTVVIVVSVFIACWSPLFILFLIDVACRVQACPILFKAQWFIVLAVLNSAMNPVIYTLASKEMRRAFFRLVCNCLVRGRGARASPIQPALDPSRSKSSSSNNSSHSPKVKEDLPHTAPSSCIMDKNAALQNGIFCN
STAT1 inh: STAT1 signaling inhibition; NIH 3T3 STAT1-luciferase reporter, IFN-gamma, luminescence; inhibition, % at 5.5 µM; hit rate 0.35% among 200,000; AID 920;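 active = inhibition above a set limit, the mean inhibition across all tested compounds plus 3 SD, cut at about 34% in these data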;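 note: 0% = IFN-gamma with DMSO and 100% = IFN-gamma with 300 µM nifuroxazide; values of inactives mirror those of a sister screen read the other way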
STAT3 inh: inhibitors of IL-6 induced STAT3 signaling; U3A cells, IL-6 STAT3-luciferase reporter, luminescence; host cell line lacks STAT1; AID 862; hit rate 0.89% among 190,000; inhibition, % at 5.5 µM;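 active = inhibition above the mean inhibition across all screened compounds plus 3 SD, cut at about 44% in these data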;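 note: 0% = DMSO only wells and 100% = 100 µM nifuroxazide control wells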
SRC2 TRFRET art: counter-screen for PPARgamma SRC-2 recruitment agonists: TR-FRET artefact; TR-FRET ratio at 8 µM; active compounds read high; hit rate 0.4% among 200,000; AID 1049; in the data active = TR-FRET ratio above about 2000; note: inactives centre near 1500
PPARg SRC-1 ag: PPARgamma-driven SRC-1 recruitment agonism; P37231; PPARgamma-SRC-1 coactivator recruitment biochemical assay; activation, % at 8 µM; hit rate 0.41% among 200,000; AID 631; in the data active = activation above about 19%;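 note: 0% = DMSO and 100% = reference agonist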
TLR4-MyD88 BLA: TLR4-MyD88 interaction inhibition in cells | hit rate 0.18% among 200,000 | AID 861 | inhibition, % at 8.4 µM | O00206+Q99836 | HeLa CL3-4 TLR4/MyD88 BLA complementation, FRET ratio; in the data active = inhibition above about 25%;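 note: 0% = vehicle and 100% = reference inhibitor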
PPARg SRC3 recr: agonists of human PPARgamma SRC-3 coactivator recruitment; AID 731; biochemical PPARgamma/SRC-3 coactivator recruitment assay; P37231; hit rate 0.26% among 200,000; activation, % at 8 µM; in the data active = activation above about 23%;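 note: 0% = DMSO and 100% = reference agonist; some compounds past the cut are filed as inactive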
PPARg SRC2 recr: promotes SRC-2 coactivator recruitment by human PPARgamma. P37231. PPARgamma LBD-SRC-2 recruitment, biochemical. activation, % at 8 µM. hit rate 0.34% among 200,000. AID 1032; in the data active = activation above about 22%;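 note: 0% = vehicle and 100% = reference agonist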
STAT3 act: increases IL-6 driven STAT3 reporter signal; U3A cells, IL-6 STAT3-luciferase reporter, luminescence; 100% = signal with IL-6 EC80 alone; activation (% of control), % at 5.6 µM; hit rate 0.91% among 190,000; AID 871;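 active = activation above the screen-wide mean of compound activation plus 3 SD, cut at about 130% in these data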;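 note: 0% = background luminescence of wells with medium and substrate only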
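Test system: human U3A cells carrying STAT3-luciferase construct; control set: IL-6-only wells as 100% reference; timing: compound pre-incubation 1 h before IL-6, then 6 h stimulation at 37 °C; also added: IL-6 stimulus at 33 ng/mL final; evaluation: % activation versus median of IL-6-stimulated wells; detection: reporter luminescence signal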
An asterisk follows results filed as active; . = no result given.

SMILES | ROMK mod | RAM network inh | S1P3 antagonist | STAT1 inh | STAT3 inh | SRC2 TRFRET art | PPARg SRC-1 ag | TLR4-MyD88 BLA | PPARg SRC3 recr | PPARg SRC2 recr | STAT3 act
Cc1ccc(-c2nnc(N)o2)cc1 | -0.19 | 2.0 | 6 | -6 | 5 | 1485 | 2 | -3 | -1 | 0 | 97
CCCC1=[N+](CC(=O)c2ccc(C)cc2)CCn2cccc21 | . | -0.6 | 5 | 6 | -23 | 1610 | 6 | -8 | -3 | -1 | 115
CCOC(=O)N1CCN(C(=O)/C(=C/c2cccc3ccccc23)NC(=O)c2ccc(OC)cc2)CC1 | . | 0.7 | . | -5 | 0 | 1433 | 12 | 0 | 6 | 7 | 106
COC(=O)c1ccc(Oc2cc(C)nc(SC)n2)cc1 | . | 1.3 | -5 | -4 | 23 | 1600 | 2 | 10 | -2 | 0 | 84
CC(C)(C)NC(=O)C(c1ccncc1)N(C(=O)Cn1nnc(-c2ccc(F)cc2)n1)c1ccc(F)cc1 (configuration not stated) | -0.16 | 2.1 | -25 | 0 | 2 | 1642 | 3 | 14 | -1 | 16 | 103
COc1ccc(CCC(=O)NNC(=S)NCc2ccc(F)cc2)cc1 | -0.013 | -0.3 | -5 | 6 | 8 | 1316 | -4 | 6 | 0 | -6 | 95
COC(=O)C1ON2OC(C(=O)OC)C(C(=O)OC)C2C1CC(C)=O (configuration not stated) | 0.53 | 0.3 | 21 | -1 | 10 | 1510 | 1 | -14 | 6 | -2 | 93
C=C(C)C1Cc2c(C)nn(-c3ccccc3)c2C1 (configuration not stated) | 0.29 | -0.1 | 20 | -1 | 8 | 1301 | 2 | -5 | -4 | -5 | 101
CSCCC(NC(=O)c1c(C)oc2c1CCCC2)C(=O)O (configuration not stated) | 0.51 | 0.5 | -10 | 5 | -16 | 1509 | 4 | -1 | -5 | 9 | 114
CCN(CC(=O)NC1CCCCCC1)S(=O)(=O)c1ccccc1 | . | -0.4 | -6 | -5 | -5 | 1488 | 12 | -10 | 0 | -2 | 107
CCOc1cccc(C(=O)NC(=S)Nc2ccc(N3CCN(CC)CC3)cc2)c1 | 1.2 | 0.5 | -8 | 9 | 9 | 1606 | 6 | -19 | 1 | 4 | 99
O=C(NCC(F)(F)F)Nc1ccccn1 | -0.027 | 1.6 | . | -6 | 4 | 1400 | 0 | -17 | -1 | -1 | 97
COc1ccc(Nc2ccc(C(N)=O)cc2[N+](=O)[O-])cc1 | -0.95 | 0.8 | -3 | 4 | 7 | 1565 | -2 | -4 | 5 | 5 | 98
CCC(=O)OCn1nnc2ccccc2c1=O | 0.86 | 0.0 | 3 | 2 | -1 | 1596 | 6 | -9 | 2 | 7 | 102
C#CCOCCOCCOCCNc1nc(N2CCN(C(=O)[C@H](CCCCN)n3cc([C@@H](N)CO)nn3)CC2)nc(N2CCN(C(=O)[C@H](Cc3ccc(O)cc3)n3cc([C@@H](N)CC(C)C)nn3)CC2)n1 | . | 0.2 | -13 | 9 | . | 1646 | 4 | -6 | -3 | 7 | .
Cc1ccc2c(c1)c1cccc3c1n2CCN3CCC(N)=O | . | 3.9 | -12 | -47 | -22 | 1545 | 4 | 9 | 4 | 5 | 125
Cc1nc2sc(C(c3ccco3)N3CCc4ccccc4C3)c(O)n2n1 (configuration not stated) | 0.053 | . | -48 | 5 | -8 | 1598 | -3 | -24 | -5 | 6 | 109
Cc1noc(C)c1COc1cccc(C(=O)N2CCc3ccccc32)c1 | -0.66 | 0.6 | -9 | -8 | 32 | 1664 | 0 | -5 | -3 | -3 | 76
COc1ccc(CCNC(=S)NC2CCN(Cc3ccccc3)CC2)cc1OC | 0.12 | 2.4 | 3 | 7 | 10 | 1637 | 0 | 6 | -2 | 4 | 96
CN(C)CC(C)(C)CNC(=O)CC1C(=O)NCCN1Cc1ccc(-c2ccccc2)cc1 (configuration not stated) | -1.2 | -1.2 | -10 | -8 | -2 | 1638 | 5 | -1 | -1 | 5 | 106
Cc1c(NC(=O)CN2CCN(c3ccc(F)cc3)CC2)c(=O)n(-c2ccccc2)n1C | 0.7 | 2.6 | -15 | 1 | 16 | 1632 | 14 | 0 | 7 | 1 | 93
O=C(Cn1c(-c2ccccn2)nc2ccccc21)NCCN1CCOCC1 | . | 0.1 | -43 | 0 | 1 | 1591 | 6 | 8 | 8 | 5 | 101
CC(C)(C)c1ccc(C(=O)Nc2ccc(CC(=O)O)cc2)o1 | 0.36 | 0.1 | . | 54* | 83* | 1605 | 3 | -9 | 6 | 4 | 31
O=c1cc(O)c2sc(Nc3cccc(C(F)(F)F)c3)nc2[nH]1 | 0.57 | 2.0 | -10 | -7 | 10 | 1633 | 6 | -8 | 5 | 4 | 90
O=C1/C(=C/c2ccccc2O)SC(=S)N1Cc1cccnc1 | . | 1.5 | -3 | 8 | 12 | 1600 | 8 | 10 | 3 | 0 | 90
CCOC(=O)c1[nH]c(C)c(C(=O)OCCOc2cccc(C)c2)c1C | . | 5.5 | -5 | -8 | -2 | 1431 | -6 | -7 | -1 | -2 | 98
Cc1ccc(S(=O)(=O)NC(=O)Nc2ncc3c(n2)CC(c2ccco2)CC3=O)cc1 (configuration not stated) | 0.84 | 1.5 | 5 | 1 | 9 | 1377 | -5 | -7 | -4 | 5 | 95
Cc1no[n+]([O-])c1COc1ccc(/C=N/n2nnnc2N)cc1 | . | 4.2 | 4 | -11 | 1 | 1358 | 1 | 9 | 1 | -8 | 101
COc1ccc(-n2nnc3c(SCc4ccccc4)ncnc32)cc1 | 0.85 | 6.3 | 0 | -6 | 26 | 1570 | 7 | 13 | 2 | -3 | 80
CCC(NS(=O)(=O)c1ccc(OC)cc1)C(=O)O (configuration not stated) | . | -0.6 | -17 | 7 | -2 | 1550 | -3 | 7 | 1 | -5 | 105

A second format for some results above.
| canonical_smiles | ROMK mod | RAM network inh | S1P3 antagonist | STAT1 inh | STAT3 inh | SRC2 TRFRET art | PPARg SRC-1 ag | TLR4-MyD88 BLA | PPARg SRC3 recr | PPARg SRC2 recr | STAT3 act |
| --- | --- | --- | --- | --- | --- | --- | --- | --- | --- | --- | --- |
| CC(C)(C)c1ccc(C(=O)Nc2ccc(CC(=O)O)cc2)o1 | 0.36 | 0.1 | . | 54* | 83* | 1605 | 3 | -9 | 6 | 4 | 31 |
| O=c1cc(O)c2sc(Nc3cccc(C(F)(F)F)c3)nc2[nH]1 | 0.57 | 2.0 | -10 | -7 | 10 | 1633 | 6 | -8 | 5 | 4 | 90 |
| O=C1/C(=C/c2ccccc2O)SC(=S)N1Cc1cccnc1 | . | 1.5 | -3 | 8 | 12 | 1600 | 8 | 10 | 3 | 0 | 90 |
| CCOC(=O)c1[nH]c(C)c(C(=O)OCCOc2cccc(C)c2)c1C | . | 5.5 | -5 | -8 | -2 | 1431 | -6 | -7 | -1 | -2 | 98 |
| Cc1ccc(S(=O)(=O)NC(=O)Nc2ncc3c(n2)CC(c2ccco2)CC3=O)cc1 (configuration not stated) | 0.84 | 1.5 | 5 | 1 | 9 | 1377 | -5 | -7 | -4 | 5 | 95 |
| Cc1no[n+]([O-])c1COc1ccc(/C=N/n2nnnc2N)cc1 | . | 4.2 | 4 | -11 | 1 | 1358 | 1 | 9 | 1 | -8 | 101 |
| COc1ccc(-n2nnc3c(SCc4ccccc4)ncnc32)cc1 | 0.85 | 6.3 | 0 | -6 | 26 | 1570 | 7 | 13 | 2 | -3 | 80 |
| CCC(NS(=O)(=O)c1ccc(OC)cc1)C(=O)O (configuration not stated) | . | -0.6 | -17 | 7 | -2 | 1550 | -3 | 7 | 1 | -5 | 105 |

Additional entries follow.
SMILES | ROMK mod | RAM network inh | S1P3 antagonist | STAT1 inh | STAT3 inh | SRC2 TRFRET art | PPARg SRC-1 ag | TLR4-MyD88 BLA | PPARg SRC3 recr | PPARg SRC2 recr | STAT3 act
NC1=NC(c2ccc(Cl)cc2)n2c(nc3ccccc32)N1 (configuration not stated) | . | 0.3 | -11 | 0 | -2 | 1697 | 3 | 13 | 5 | 11 | 106
Cc1ccc(NS(=O)(=O)c2cc([N+](=O)[O-])ccc2NNC(=S)Nc2cccc(Cl)c2)c(C)c1 | . | 6.2 | 12 | 7 | 8 | 1670 | 11 | 5 | 7 | 11 | 95
CCOc1ccc2nc(SCC(=O)N(C)C3CCS(=O)(=O)C3)[nH]c2c1 (configuration not stated) | . | 0.5 | 5 | -3 | -1 | 1505 | 7 | 3 | -4 | 4 | 105
COc1ccc2oc(=O)c(-c3nc4ccccc4o3)cc2c1 | . | 0.1 | . | -11 | 0 | 1558 | 6 | 4 | 9 | -4 | 100
O=C1C=C(NNC(=O)c2ccccc2Br)CCC1 | -0.0033 | 0.4 | 3 | 4 | -3 | 1427 | 4 | 6 | 2 | -1 | 106
C/C(NC(=O)c1ccccc1F)=C1\C(=O)C[C@@H]2[C@H]1C2(C)C | -1.5 | -0.3 | . | -21 | -4 | 1446 | 8 | 1 | 6 | 1 | 110
O=[N+]([O-])c1ccc(-c2ccc(/C=N/Nc3nc(N4CCCCC4)nc(N4CCCCC4)n3)o2)cc1 | -1.2 | 2.8 | -18 | -7 | -4 | 1458 | 7 | 25 | 2 | 9 | 106
CO/N=C/c1ccc(N2CCOCC2)c([N+](=O)[O-])c1 | 0.23 | 1.3 | -9 | -9 | 24 | 1712 | 9 | -19 | 0 | 4 | 82
O=C(Nc1ccccc1)ON=C1c2ccccc2-c2ccccc21 | . | 0.3 | . | -3 | -10 | 1407 | 0 | -7 | -6 | -1 | 108
O=C(O)Cc1c(C(=O)O)nnn1-c1cccc(C(F)(F)F)c1 | . | -0.8 | -6 | -10 | 3 | 1368 | 2 | -10 | 1 | 0 | 102
Cc1[nH]c(=S)c(C#N)c2c1CCCC2 | 0.9 | 0.0 | -10 | -12 | 0 | 1539 | 5 | -10 | 9 | -2 | 108
O=C(Nc1cccc2nsnc12)c1ccc(-c2ccc(Br)cc2)o1 | . | 1.4 | . | -1 | -22 | 1655 | 4 | 13 | -22 | 6 | 129
CCS(=O)(=O)c1ccc2oc(=O)c(/C=C(\O)c3ccc(Cl)cc3)nc2c1 | 0.74 | 3.1 | -7 | -7 | 15 | 1755 | 4 | -1 | 2 | 5 | 94
COc1ccc(N2C(=O)/C(=C/N(C)C)NC2=S)cc1 | . | 1.0 | -21 | -1 | -3 | 1503 | 6 | -14 | 6 | -4 | 107
CCOC(=O)N1CCN(C(=O)Cn2ncc3c2-c2ccccc2OC3)CC1 | . | -0.9 | 4 | 3 | 12 | 1553 | 1 | 2 | 11 | 0 | 97
Cc1cc(SCn2nnc3ccccc3c2=O)nc2ccccc12 | -0.00012 | 5.6 | 5 | -6 | -1 | 1323 | -4 | 7 | 0 | -5 | 102

From PubChem BioAssay

Hits appear at their usual frequency (roughly 5.6% active in at least one column).
